High-throughput results: PubChem, several laboratories
MDM2 E3 inh – Mdm2 E3 ligase (human) inhibition. Q00987. cell-based MDM2 ubiquitination luciferase reporter, 2 h; 0 = plate control, 100 = twice control, blank-subtracted. 210,000 compounds, 0.11% hits. signal enhancement, % at 5 µM;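 active = signal enhancement of 30% or more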;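 note: luminescence tracks abundance of the self-degrading MDM2-luciferase fusion protein; higher signal means inhibition of MDM2 E3 ligase activity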
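Test system: stable mammalian line carrying autodegrading MDM2–luciferase fusion reporter; quantity: 2000 cells in each well; times: 4 h cell settling then 2 h compound exposure, 37 °C; detection: luminescence with SteadyLite reagent, 15 min at room temperature; evaluation: percent signal gain over controls, blank-subtracted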
TNF necrop inh – blocks TNF-alpha induced death of Jurkat FADD-/- cells. Jurkat FADD-/- TNF necroptosis rescue, ATP luminescence, 24 h; 0 = TNF only, 100 = no-TNF cells. activation (protection from cell death), % at 10 µM. 220,000 compounds, 0.068% hits;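 active = activation, meaning protection from cell death, of at least 50% relative to plate controls; inactive = activation below 50%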;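 note: necroptosis triggered by 40 ng/mL TNF-alpha added together with compound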
Runt-SMMHC FRET – Runt domain-CBFb-SMMHC interaction inhibition | Q01196+Q13951 | Cerulean-Runt/Venus-CBFb-SMMHC FRET ratio 530/480, 1 h | inhibition, % at 20 µM | 220,000 compounds, 0.74% hits;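 active = mean inhibition across duplicate retests at 20 µM reaching about 50%, limit read from the data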;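 note: 0% = DMSO wells and 100% = wells with excess untagged CBFb-SMMHC; inhibitors lower the FRET ratio by blocking Runt binding to CBFb-SMMHC; some results filed as inactive read as strong as hits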
Target sequence (Q01196 whole entry, looked up, the tested form may be a part): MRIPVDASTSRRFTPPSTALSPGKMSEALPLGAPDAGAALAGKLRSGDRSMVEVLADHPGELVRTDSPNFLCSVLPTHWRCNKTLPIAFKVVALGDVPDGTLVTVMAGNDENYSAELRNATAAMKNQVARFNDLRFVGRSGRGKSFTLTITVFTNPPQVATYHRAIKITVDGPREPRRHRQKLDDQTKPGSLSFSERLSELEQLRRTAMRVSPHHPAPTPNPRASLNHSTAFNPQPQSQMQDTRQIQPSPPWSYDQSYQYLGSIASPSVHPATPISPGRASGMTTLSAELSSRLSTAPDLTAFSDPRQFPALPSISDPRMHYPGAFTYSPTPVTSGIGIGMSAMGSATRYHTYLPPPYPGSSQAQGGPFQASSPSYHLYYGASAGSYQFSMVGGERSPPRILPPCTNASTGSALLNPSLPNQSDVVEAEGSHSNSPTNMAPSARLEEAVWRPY
Target sequence (Q13951 whole entry, looked up, the tested form may be a part): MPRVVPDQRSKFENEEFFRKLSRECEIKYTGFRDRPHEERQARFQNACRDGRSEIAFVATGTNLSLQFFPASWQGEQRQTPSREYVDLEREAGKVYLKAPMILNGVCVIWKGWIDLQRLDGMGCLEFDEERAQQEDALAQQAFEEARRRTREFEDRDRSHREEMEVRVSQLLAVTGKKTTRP
zfTRPN1 agonist – agonists of zebrafish TRPN1 channel | HEK293 zebrafish TRPN1-YFP, Fluo-8 calcium fluorescence; 100% = response to 87 µM carbachol | activation, % at 3 µM | 220,000 compounds, 0.18% hits | AID 1424;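 active = activation above its plate's cutoff, the mean activation of test wells on that plate plus 3 SD, cut at about 19% in these data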;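 note: 0% = DMSO alone and 100% = 87 µM carbachol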
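Material: zebrafish TRPN1-YFP in HEK293 cells; Doses: single test compound dose, 3 µM nominal, 0.3% DMSO; Timing: dye loading 1 h at 37 °C, then 30 min room temperature; Technique: intracellular calcium fluorescence with Fluo-8; Benchmarks: high carbachol 87 µM, low DMSO alone.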
CHOP inh – blocks CHOP induction under ER stress | CHO-K1 CHOP-promoter luciferase, tunicamycin-induced, 15-18 h | inhibition, % at 10 µM | 220,000 compounds, 3.8% hits | AID 2732;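 active = compounds that reduced the stress-induced luciferase reporter signal by more than about 70% of percent inhibition, limit read from the data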;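 note: 0% = tunicamycin plus vehicle and 100% = wells without tunicamycin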
TRPML3 ag – human mucolipin-3 channel agonism. 220,000 compounds, 0.29% hits. HEK293 TRPML3-YFP, Fluo-8 calcium fluorescence; 100% = the carbachol control signal. activation, % at 3 µM. Q8TDD5;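 active = activation above its plate's cutoff, the mean activation of the plate's test wells plus 3 SD, cut at about 12% in these data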;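 note: 0% = DMSO only wells and 100% = carbachol wells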
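Test system – HEK293 line with stable expression of human TRPML3-YFP channel · Control set – carbachol 87 µM final as high control (100%), DMSO as low control (0%) · Signal – Fluo-8 calcium dye fluorescence, ex 470-495, em 515-575 nm · Incubation – 1-h 37 °C dye load, 5-s basal, 120-s post-compound reads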
PPC-1+TRAIL kill – compounds killing PPC-1 cancer cells with TRAIL present (potentiator screen, no TRAIL-free arm) | PPC-1 cells + TRAIL, ATPLite viability luminescence | cell killing (% activity), % at 4 µM | 220,000 compounds, 0.41% hits | AID 1443;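 active = cell killing above 50% in the first pass at 4 µM, then a duplicate retest at 5 µM averaging 50% or more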;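 note: plate controls were cells with TRAIL plus DMSO for no effect and medium-only wells lacking cells for full effect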
NCF1 inh – inhibitors of human p47phox binding; inhibition, % at 24.7 µM; 220,000 compounds, 0.53% hits; p47phox/p22phox peptide binding, fluorescence polarization, 2 h; AID 1274; P14598;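 active = inhibition above about 30%, limit read from the data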;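 note: 0% = p47phox with labelled peptide and 100% = labelled peptide alone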
Target sequence (P14598 whole entry, looked up): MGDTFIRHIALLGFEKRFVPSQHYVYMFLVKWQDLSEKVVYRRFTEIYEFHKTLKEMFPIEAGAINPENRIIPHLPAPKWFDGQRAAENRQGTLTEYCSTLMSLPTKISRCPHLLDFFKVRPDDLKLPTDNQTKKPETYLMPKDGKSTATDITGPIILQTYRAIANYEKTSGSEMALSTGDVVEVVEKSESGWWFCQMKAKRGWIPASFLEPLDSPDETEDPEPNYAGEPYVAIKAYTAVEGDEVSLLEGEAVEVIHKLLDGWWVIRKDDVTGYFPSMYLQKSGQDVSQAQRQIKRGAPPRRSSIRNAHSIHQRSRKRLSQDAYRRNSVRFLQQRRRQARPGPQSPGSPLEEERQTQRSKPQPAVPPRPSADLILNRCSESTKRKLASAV
EBV gp42 inh – EBV gp42 inhibition; Fluorescence polarization binding assay, mP read-out; inhibition, % (tested at 21.74 µM); 220,000 compounds, 0.42% hits; AID 1085; Q1HVG2; in the data active = inhibition above about 50%
Active calls of the source: *; x = no result given.

SMILES | MDM2 E3 inh | TNF necrop inh | Runt-SMMHC FRET | zfTRPN1 agonist | CHOP inh | TRPML3 ag | PPC-1+TRAIL kill | NCF1 inh | EBV gp42 inh
Cc1ccc(NC(=O)CCNC(=O)c2ccc([N+](=O)[O-])cc2)cc1S(=O)(=O)N(C)C | -5 | -0.1 | 1 | 3.8 | 17 | 0.2 | -4 | -4 | 1
COc1ccc(OCC(=O)Nc2ccc(S(=O)(=O)N3CCCCCC3)cc2)cc1 | 5 | 1.4 | -2 | 3.2 | 6 | 4.0 | -27 | -2 | -6
COc1cccc(/C=N/NC(N)=S)c1OCc1ccccc1Cl | 3 | -0.1 | 0 | -2.9 | 38 | -1.1 | -6 | -12 | 3
CCCN(CCC)S(=O)(=O)c1ccc(C(=O)NCc2ccc3c(c2)OCO3)cc1 | -33 | 0.0 | 0 | -0.5 | 52 | -0.1 | 7 | -21 | -2
CCn1c(SCC(=O)c2cc(C)n(C)c2C)nnc1-c1ccccc1 | -1 | -0.2 | 1 | -0.7 | 30 | 0.0 | -7 | -2 | -4
CCC(=O)c1ccc(OCc2ccc(C(=O)OC)cc2)c(OC)c1 | -5 | -3.0 | -6 | 0.4 | -24 | -0.4 | -16 | -1 | 15
COc1ccc(C(=O)/C(=C/O)N=Nc2ccc(F)cc2)cc1 | -6 | 0.1 | -2 | -1.1 | 53 | -0.1 | 20 | -9 | 8
COC(=O)c1ccc(/C=N/OCC(=O)Nc2cc(F)ccc2F)cc1 | -4 | 0.8 | -6 | 0.0 | 10 | 0.0 | 22 | -4 | -20
O=C(NCc1ccc(F)cc1)C(=O)NCC1OCCN1C(=O)c1ccc(Cl)cc1 (configuration not stated) | x | -0.7 | 0 | -1.3 | 13 | -0.3 | 14 | -1 | -19
COc1ccc(C2=CC(c3cccc(OC)c3)n3nnnc3N2)cc1 (configuration not stated) | -2 | 3.1 | -35 | 1.0 | 25 | 0.7 | 0 | -11 | -13
O=C(CSc1nnc(-c2ccccc2Br)o1)N1CCc2ccccc2C1 | 0 | 0.5 | 2 | -0.3 | 6 | -0.4 | 4 | -16 | -27
Cc1cc(C)nc(Nc2ncc(O)n2-c2ccc(C)c(Cl)c2)n1 | -15 | -1.4 | 2 | 0.7 | 80* | 0.1 | 19 | -8 | -13
Cc1cc(NCCCN(C)C)n2nc(-c3cccs3)cc2n1 | 8 | -3.0 | 2 | 0.8 | -6 | -0.6 | -12 | -19 | -8
Cc1c(N=c2c(=O)c3ccccc3c2=O)c(=O)n(-c2ccccc2)n1C | -12 | x | x | x | -20 | x | x | -16 | -7
CCn1cc(C(=O)OCC(=O)c2cc(C)n(-c3ccccc3)c2C)c(=O)c2ccc(C)nc21 | -9 | 0.1 | -5 | -1.5 | -8 | -0.3 | -4 | -3 | -3
COc1ccc(N(CC(=O)NCc2ccccc2)S(=O)(=O)c2c(C)nn(C)c2C)cc1 | 3 | 1.6 | 2 | 1.1 | -22 | 0.6 | -12 | -10 | -9
O=C(O)c1cccc(Cn2c(Cl)c(/C=N/Nc3ccccc3)sc2=O)c1 | 0 | 1.0 | 14 | 0.7 | 5 | 0.8 | x | -150 | -27
Cc1ccnc2nc(C(=O)Nc3nnc(-c4ccccc4)o3)nn12 | -7 | 1.3 | 1 | 3.2 | -17 | 0.3 | 14 | -14 | 10
Nc1nc(NC(=O)c2cccs2)nn1-c1ccccc1 | -8 | -0.8 | 1 | -0.6 | 13 | 0.4 | 33 | -5 | 5
Nc1nonc1NC(=O)CSc1nc2ccccc2s1 | -4 | 0.2 | -2 | 0.2 | 2 | 0.1 | -16 | -11 | -7
COc1cc(CC(=O)OCC(=O)Nc2ccc(Cl)c(S(=O)(=O)N(C)C)c2)cc(OC)c1OC | -3 | 1.5 | 0 | 6.9 | 11 | 2.5 | -13 | 34* | -13
Cc1ccc(C)c(NC(=O)CCN2CC(C)OC(C)C2)c1 (configuration not stated) | -13 | -1.8 | 4 | -0.4 | 10 | -0.7 | 12 | -18 | -17
O=[N+]([O-])c1ccc(N2CCN(S(=O)(=O)c3ccccc3[N+](=O)[O-])CC2)cc1N1CCc2ccccc2C1 | -14 | 0.2 | -1 | 0.8 | 2 | 0.6 | -4 | -17 | 5
CCN1CCCC1CNC(=O)CSc1cc(=O)n(CC)c2ccccc12 (configuration not stated) | -5 | -1.9 | 3 | -0.2 | 24 | 0.6 | 3 | 3 | -15
CC(C)NC(=O)/C(=N\O)c1ccccc1 | -9 | 0.0 | 2 | 0.3 | 9 | 1.0 | 5 | -5 | -11
COCCn1c(COc2cccc(OC)c2)nnc1SCC(=O)N1CCOCC1 | 3 | 0.6 | 5 | 0.2 | 16 | -0.4 | 4 | -6 | -6
COc1cc(O)c(C(C)=O)c(CC(=O)O)c1 | -22 | 0.9 | 1 | x | 10 | x | 15 | -3 | -2
COc1ccc(-c2cc(C(=O)NCc3cccnc3)no2)cc1OC | -9 | -4.9 | -2 | -0.7 | -5 | 0.2 | 0 | 2 | -1
O=C1CCCN1CC(CN1CCOCC1)Sc1nnnn1-c1ccccc1 (configuration not stated) | 6 | -0.2 | -4 | -0.6 | 24 | 1.0 | 15 | -6 | -20
Cc1ccc(S(=O)(=O)O)c(C)c1N1CCCC1=O | 15 | -1.5 | 1 | 1.3 | 35 | 0.8 | -4 | -7 | -9
COc1cccc(-c2nc(CS(=O)(=O)CC(=O)NCc3ccc(Cl)cc3)c(C)o2)c1 | -18 | -0.8 | -1 | 1.0 | 15 | 0.6 | 14 | -5 | 3
CCOC(=O)c1ccc(Cl)c(NC(=O)c2ccc(-c3ccccc3)cc2)c1 | -13 | 0.0 | -7 | 1.9 | 0 | 0.1 | 6 | 4 | 8
COc1ccc(OCC(=O)OCCN(C)C)cc1 | 22 | -1.0 | -1 | 1.1 | 14 | 1.1 | 14 | 4 | -4
COC(=O)c1c(NC(=O)c2ccc(C)o2)sc2c1CCCCC2 | 0 | -0.5 | -2 | -0.6 | -41 | -0.3 | 26 | -16 | -11
CCN(CC)S(=O)(=O)c1ccc2[nH]cc(C(=O)NCCC3=CCCCC3)c(=O)c2c1 | -9 | -3.4 | -1 | 1.2 | 58 | 1.0 | 8 | -22 | -5
COc1ccc(N/C(=C(/C(Cl)=C(Cl)Cl)[N+](=O)[O-])n2nnc3ccccc32)cc1OC | -11 | -0.2 | -21 | 0.3 | 8 | 0.8 | 4 | -5 | 12
O=C(Nc1ccccc1C(F)(F)F)c1cc2ncc(CCCl)cn2n1 | -5 | 0.0 | -4 | 0.3 | -2 | 0.6 | 21 | -4 | -5
COc1ccc2c(c1)CCc1c(C(=O)N(C)c3ccccc3)noc1-2 | -7 | 1.0 | 1 | 1.2 | -24 | 0.0 | 18 | -5 | -3
CC(=O)NCCCc1nc2ccccc2n1Cc1cc(C)ccc1C | 3 | -1.0 | 0 | -0.6 | 24 | -0.5 | 9 | -5 | 0
CCOCCCNC(=S)Nc1ccc(S(N)(=O)=O)cc1 | 9 | 1.1 | 20 | 1.0 | 9 | 0.5 | 11 | -1 | -6
O=C(CCC(=O)NNC(=O)Nc1cccc(Cl)c1)NCc1ccccc1 | 23 | 1.6 | 2 | 0.0 | 19 | 0.7 | 18 | 1 | -1
CCCCNC(=O)c1cc(-c2ccc(OC)cc2)on1 | -28 | -2.9 | -5 | -0.4 | 6 | 0.4 | 10 | -15 | -19
O=C(COc1ccccc1)NCC(=O)N/N=C/C=C/c1ccccc1 | -6 | 0.9 | 1 | -1.2 | 13 | 0.9 | 6 | -11 | -14
CCC(C)(C)C(=O)Nc1ccc(OC)cc1[N+](=O)[O-] | -17 | -2.3 | -1 | -0.4 | 57 | 0.7 | 12 | -6 | 3
CC(=O)Cn1ncc(N2CCCCC2)c(Cl)c1=O | -18 | 0.0 | 2 | -0.7 | -20 | 1.2 | 14 | 1 | 3
CC(C)N(CCNC(=O)C1CCN(S(=O)(=O)N2CCOCC2)CC1)Cc1ccccc1 | -16 | 2.0 | 0 | -0.5 | 9 | 0.0 | 8 | -13 | -8
O=C(Nc1cccc(C(F)(F)F)c1)n1cc(-c2ccccn2)c(N2CCOCC2)n1 | -7 | 0.2 | 1 | 3.0 | 38 | 2.9 | 9 | 2 | -13
CC[C@@H](C(=O)n1nc(C)cc1C)[C@H](NS(=O)(=O)c1ccc(C)cc1)c1ccccc1 | -21 | -0.9 | -1 | 0.0 | 26 | 0.5 | 17 | -18 | -25

Some of these compounds in order of their number in MDM2 E3 inh, falling.
compound | MDM2 E3 inh | Runt-SMMHC FRET | CHOP inh | TRPML3 ag | NCF1 inh | EBV gp42 inh
O=C(COc1ccccc1)NCC(=O)N/N=C/C=C/c1ccccc1 | -6 | 1 | 13 | 0.9 | -11 | -14
CC(C)N(CCNC(=O)C1CCN(S(=O)(=O)N2CCOCC2)CC1)Cc1ccccc1 | -16 | 0 | 9 | 0.0 | -13 | -8
CC[C@@H](C(=O)n1nc(C)cc1C)[C@H](NS(=O)(=O)c1ccc(C)cc1)c1ccccc1 | -21 | -1 | 26 | 0.5 | -18 | -25

(list continues)
SMILES | MDM2 E3 inh | TNF necrop inh | Runt-SMMHC FRET | zfTRPN1 agonist | CHOP inh | TRPML3 ag | PPC-1+TRAIL kill | NCF1 inh | EBV gp42 inh
Cc1ccc(N2C(=O)CC(n3nc(C)cc3C)C2=O)cc1 (configuration not stated) | -16 | 0.6 | 0 | -0.4 | 15 | 1.5 | -1 | -12 | -10
Cc1ccccc1C(=O)N1CCN=C1SCc1ccc([N+](=O)[O-])cc1 | 1 | 0.2 | 3 | 2.5 | 23 | 1.7 | 13 | x | -6
CCC(C)NC(=O)COc1ccc(OCc2ccccc2)cc1 (configuration not stated) | -8 | 2.1 | 0 | 2.8 | -5 | 1.7 | 13 | -5 | -2
Cc1ccc(C2C=C(c3ccccc3OC(F)F)Nc3ncnn32)cc1 (configuration not stated) | -25 | -0.8 | 62 | -0.3 | 3 | -0.5 | 5 | -11 | 4
CCOc1ccc(CN2CCN(C/C=C/c3ccc(OC)cc3)CC2CCO)cc1 (configuration not stated) | -4 | 2.4 | -1 | 1.2 | 10 | 2.5 | 15 | -8 | -12
COc1ccc(OC)c2[nH]c(=O)c(CCNS(=O)(=O)c3ccccc3)cc12 | 7 | -0.2 | 3 | 0.8 | -10 | 0.4 | 17 | -7 | 0
O=C(CCC1CCCN(C(=O)CCCc2ccccc2)C1)N1CCN(c2ccccn2)CC1 (configuration not stated) | -14 | -2.2 | -2 | 5.6 | 0 | 0.5 | 1 | 95* | -8
COCC(COCCCNC(=O)Nc1ccc(Br)cc1)OC (configuration not stated) | -9 | 1.2 | 3 | 0.7 | 19 | 0.1 | 15 | -1 | 4
O=S(=O)(NC(=S)NC1CCCCC1)c1ccccc1 | -9 | -0.2 | -1 | 0.5 | 10 | 1.1 | 3 | -19 | -4
